Hsp70 activator: switches on Hsp70 transcription | 200,000 tested, 0.04% active | HeLa Hsp70 promoter luciferase reporter, luminescence; scaled: vehicle 0, proteasome-inhibitor control 100% | AID 1203 | activation, % at 10 µM;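 active means activation above the mean across all tested compounds plus 3 SD, cutoff set per campaign, cut at about 5.5% in these data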;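 further: 100% = MG132 at 30 µM as the positive control and 0% = DMSO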
PMI act hi M6P: activators of human phosphomannose isomerase at near-saturating mannose 6-phosphate; P34949; coupled PMI enzyme assay, resazurin fluorescence, 20 min; hits give high values; 1 = untreated enzyme, 0 = substrate-free blank; activation factor at 20 µM; 190,000 tested, 0.34% active; AID 1216;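 active means activation factor of 2 or more at 20 µM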
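Material: human phosphomannose isomerase with PGI, G6PDH, diaphorase coupling enzymes; amount: PMI at 15 ng/mL final; also added: Mannose-6-phosphate 1.0 mM (near-saturating) plus 0.22 mM NADP+; incubation: enzyme reaction with compound 20 min at room temperature; signal: resorufin fluorescence (Ex 544/Em 590 nm) from resazurin via diaphorase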
L major viab: inhibitors of Leishmania major promastigote growth | Leishmania major promastigotes, resazurin fluorescence viability | inhibition, % at 10 µM | 200,000 tested, 9% active | AID 1063;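 further: promastigotes grown with compound for 44 hours at 28 °C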
Redox H2O2 prof: compounds producing H2O2 with reducing agent – biochemical, NIH compound library profiling, artefact control for MLSCN library redox annotation, primary screen | DTT-dependent redox cycling H2O2, phenol red/HRP absorbance; 100% = 100 µM peroxide control, 0% = buffer | activation, % at 10 µM | 200,000 tested, 0.03% active | AID 878;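 active means activation of at least 50% relative to the plate's high and low controls in the primary single-dose screen; inactive means activation below 50%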;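 further: compound incubated with DTT at 0.8 mM final as the reducing agent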
Diaphorase inh: inhibits diaphorase or chemically oxidizes, flagging diaphorase assay artifacts. diaphorase resazurin-to-resorufin fluorescence, NADH, 16 min; bacterial (C. kluyveri) enzyme, not human. inhibition, % at 20 µM. 190,000 tested, 0.69% active. AID 1217;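 active means primary screen inhibition at 20 µM above a set limit, cut at about 50% in these data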;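 further: plate controls were DMSO with full reaction for no effect and wells lacking NADH for full effect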
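Assay system: diaphorase enzyme from Clostridium kluyveri. Quantity: enzyme working solution with 0.14 U/mL diaphorase. Schedule: reaction incubation of 16 min at room temperature. Technique: resorufin fluorescence, excitation 544 nm, emission 590 nm. Controls: No-NADH positive control and DMSO neutral control.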
PMI activator: activators of human phosphomannose isomerase; purified human PMI, coupled resazurin fluorescence, 20 min; hits give high values; 1 = vehicle control, 0 substrate-free wells; activation factor at 20 µM; 190,000 tested, 0.005% active; AID 1214;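 active means activation factor of 2 or more at 20 µM, relative to plate controls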
G6PDH counter: L. mesenteroides G6PDH inhibition counter-screen; inhibition, % at 5 µM; Purified L. mesenteroides G6PDH, diaphorase/resazurin coupled fluorescence, 45 min; 200,000 tested, 0.12% active
TLR4 MyD88 comp: inhibitors of human TLR4-MyD88 binding; HeLa CL3-4 TLR4/MyD88 BLA complementation, FRET ratio; AID 861; O00206+Q99836; 200,000 tested, 0.18% active; inhibition, % at 8.4 µM; in the data active means inhibition above about 25%;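 further: 0% = vehicle and 100% = reference inhibitor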
Target sequence (O00206 whole entry, looked up): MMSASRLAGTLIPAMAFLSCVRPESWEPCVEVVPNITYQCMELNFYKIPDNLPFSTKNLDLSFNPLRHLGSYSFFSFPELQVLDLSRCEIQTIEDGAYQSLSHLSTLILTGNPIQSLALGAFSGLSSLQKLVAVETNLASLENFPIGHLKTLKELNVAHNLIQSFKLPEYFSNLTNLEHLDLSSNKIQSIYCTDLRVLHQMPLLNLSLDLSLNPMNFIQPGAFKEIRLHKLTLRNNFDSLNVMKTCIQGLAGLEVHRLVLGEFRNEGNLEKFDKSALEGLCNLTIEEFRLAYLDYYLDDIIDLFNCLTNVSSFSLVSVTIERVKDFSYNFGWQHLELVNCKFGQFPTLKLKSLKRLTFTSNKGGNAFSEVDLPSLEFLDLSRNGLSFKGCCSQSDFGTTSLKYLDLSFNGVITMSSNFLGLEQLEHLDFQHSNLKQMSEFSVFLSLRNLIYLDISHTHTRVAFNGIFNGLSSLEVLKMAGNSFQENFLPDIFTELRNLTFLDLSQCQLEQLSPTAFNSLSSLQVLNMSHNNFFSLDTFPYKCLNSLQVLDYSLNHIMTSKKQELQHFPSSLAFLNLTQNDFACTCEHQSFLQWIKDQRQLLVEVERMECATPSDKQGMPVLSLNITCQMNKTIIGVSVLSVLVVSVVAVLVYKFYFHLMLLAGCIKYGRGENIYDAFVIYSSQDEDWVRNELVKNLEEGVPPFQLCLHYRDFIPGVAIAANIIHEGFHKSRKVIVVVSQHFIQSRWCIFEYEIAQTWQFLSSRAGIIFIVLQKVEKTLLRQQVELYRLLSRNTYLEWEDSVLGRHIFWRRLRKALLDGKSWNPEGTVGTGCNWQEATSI
Target sequence (Q99836 whole entry, looked up): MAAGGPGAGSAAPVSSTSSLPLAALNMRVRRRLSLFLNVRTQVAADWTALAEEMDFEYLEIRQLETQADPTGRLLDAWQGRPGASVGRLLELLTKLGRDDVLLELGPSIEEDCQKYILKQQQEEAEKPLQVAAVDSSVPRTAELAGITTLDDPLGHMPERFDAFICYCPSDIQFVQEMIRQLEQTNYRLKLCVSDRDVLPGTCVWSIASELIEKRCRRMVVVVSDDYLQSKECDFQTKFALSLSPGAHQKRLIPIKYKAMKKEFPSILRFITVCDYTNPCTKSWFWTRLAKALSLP
RAM inhibit: yeast RAM network inhibition. S. cerevisiae dse1pr::URA3 reporter, 5-FOA growth OD615, 2 d; analog-sensitive cbk1-as2 kinase mutant strain. inhibition, % at 50 µM. 190,000 tested, 1.8% active. AID 868;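 active means inhibition above a set limit, 3 SD over mean compound inhibition, cut at about 8.4% in these data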;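 further: 0% = DMSO-only wells with no growth and 100% = 10 µM 1-NA-PP1 full growth; inhibition rescues growth on 5-FOA so higher OD means more RAM inhibition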
Diaph act CS: counter-screen for diaphorase-based assays: diaphorase activators and chemical reducers; Diaphorase/resazurin coupled assay, resorufin fluorescence, 16 min; hits give high values; 1 = vehicle wells, 0 = NADH-free wells; activation factor at 20 µM; 190,000 tested, 0.005% active; AID 1229;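 active means diaphorase activity raised at least twofold by the compound at 20 µM; inactive means activation factor below 2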
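Material: purified diaphorase enzyme from Clostridium kluyveri; Also added: 0.114 mM NADH and 0.1 mM resazurin, final amounts; Doses: single compound dose of 20 µM, 1% DMSO final; Times: 16 min enzyme reaction, ambient temperature; Detection: resorufin fluorescence, excitation 544 nm, emission 590 nm; Measure: increased resorufin signal from activators or reducing compounds.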
S1P3 antagonist: blocks the human S1P3 receptor; Q99500; CHO S1P3 NFAT-BLA reporter, FRET fluorescence, antagonist mode; inhibition, % at 4.98 µM; 170,000 tested, 0.27% active; AID 485;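 active means inhibition above the plate cutoff, the mean inhibition of test wells on that plate plus 3 SD, cut at about 28% in these data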;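 further: cells challenged with S1P at its EC80 of 0.8 µM; blue over green emission ratio from cleaved BLA substrate after 4 h stimulation; 0% = S1P-stimulated wells and 100% = unstimulated DMSO-only wells; some compounds past the cut are filed as inactive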
* = called active by the depositor; · = no result given. Unless noted, no stated cut-off is given here; in the data, active means inhibition above about 50%; inactive means the rest.

A first look:
SMILES | Hsp70 activator | PMI act hi M6P | L major viab | Redox H2O2 prof | Diaphorase inh | PMI activator | G6PDH counter | TLR4 MyD88 comp | RAM inhibit | Diaph act CS | S1P3 antagonist
CN=c1scc(-c2ccccc2F)n1/N=C(\C)c1cccnc1 | -0.1 | 1 | 15 | -2.6 | -7 | 1.1 | 6 | 2 | 1.8 | 1.1 | -1
Cc1nc([N+](=O)[O-])c(NCCCO)n1Cc1ccccc1 | -0.1 | 1.1 | 11 | -0.1 | 3 | 1 | -4 | -15 | 0.4 | 1 | -9
CCCN1Cc2cccc(C(=O)NC(CC(=O)OCC)c3ccc(OCC)c(OC)c3)c2C1=O (stereo not drawn) | 0.3 | 1.1 | 8 | 0.4 | 0 | 1.1 | 3 | 9 | 0.6 | 1 | -17
COc1ccc(-c2cc(NCCc3ccncc3)n3ncnc3n2)cc1 | -0.2 | 0.9 | 5 | -2.5 | 5 | 0.8 | 13 | 15 | 2.0 | 0.9 | ·
Cc1ccc(NC(=S)N(CCN2CCOCC2)Cc2ccccc2F)cc1Cl | -0.2 | 1 | 3 | -0.1 | 2 | 1 | 6 | 10 | 2.2 | 1 | -11
COc1ccc(OCCSc2nnc(-c3ccoc3C)n2C)cc1 | 0.0 | 0.9 | 8 | -1.0 | 18 | 1 | 9 | -4 | 0.7 | 0.8 | 26
CC(=O)Nc1ccc(N2CCC(C)CC2)c([N+](=O)[O-])c1 | -0.2 | 1 | 3 | -0.6 | 5 | 1 | -9 | 1 | 0.0 | 1 | -10
NNC(=S)Nc1ccc(Cl)cc1 | 0.1 | 1 | -6 | -1.1 | -2 | 0.9 | -4 | -4 | 0.9 | 1 | -27
N#CCCn1c(Cl)nc2ccccc21 | 0.3 | 1 | 1 | -1.4 | 9 | 0.9 | 3 | -4 | 0.8 | 0.9 | -25

The list itself (from the top)
SMILES | Hsp70 activator | PMI act hi M6P | L major viab | Redox H2O2 prof | Diaphorase inh | PMI activator | G6PDH counter | TLR4 MyD88 comp | RAM inhibit | Diaph act CS | S1P3 antagonist
CN=c1scc(-c2ccccc2F)n1/N=C(\C)c1cccnc1 | -0.1 | 1 | 15 | -2.6 | -7 | 1.1 | 6 | 2 | 1.8 | 1.1 | -1
Cc1nc([N+](=O)[O-])c(NCCCO)n1Cc1ccccc1 | -0.1 | 1.1 | 11 | -0.1 | 3 | 1 | -4 | -15 | 0.4 | 1 | -9
CCCN1Cc2cccc(C(=O)NC(CC(=O)OCC)c3ccc(OCC)c(OC)c3)c2C1=O (stereo not drawn) | 0.3 | 1.1 | 8 | 0.4 | 0 | 1.1 | 3 | 9 | 0.6 | 1 | -17
COc1ccc(-c2cc(NCCc3ccncc3)n3ncnc3n2)cc1 | -0.2 | 0.9 | 5 | -2.5 | 5 | 0.8 | 13 | 15 | 2.0 | 0.9 | ·
Cc1ccc(NC(=S)N(CCN2CCOCC2)Cc2ccccc2F)cc1Cl | -0.2 | 1 | 3 | -0.1 | 2 | 1 | 6 | 10 | 2.2 | 1 | -11
COc1ccc(OCCSc2nnc(-c3ccoc3C)n2C)cc1 | 0.0 | 0.9 | 8 | -1.0 | 18 | 1 | 9 | -4 | 0.7 | 0.8 | 26
CC(=O)Nc1ccc(N2CCC(C)CC2)c([N+](=O)[O-])c1 | -0.2 | 1 | 3 | -0.6 | 5 | 1 | -9 | 1 | 0.0 | 1 | -10
NNC(=S)Nc1ccc(Cl)cc1 | 0.1 | 1 | -6 | -1.1 | -2 | 0.9 | -4 | -4 | 0.9 | 1 | -27
N#CCCn1c(Cl)nc2ccccc21 | 0.3 | 1 | 1 | -1.4 | 9 | 0.9 | 3 | -4 | 0.8 | 0.9 | -25
COc1ccccc1-n1c(CNC(=O)c2ccco2)nnc1SCC(=O)Nc1nccs1 | -0.3 | 0.9 | -9 | -2.5 | 17 | 0.9 | 3 | 6 | 1.2 | 0.8 | 1
Cc1ccnc(NS(=O)(=O)c2ccc(N)cc2)n1 | -0.4 | 1 | -2 | 0.4 | 6 | 0.9 | 6 | 6 | 2.4 | 0.9 | ·
CCC(C)n1c(SCC(=O)NC(=O)Nc2ccc3c(c2)OCCO3)nc2ccccc2c1=O (stereo not drawn) | 0.2 | 0.8 | 86* | -0.8 | 22 | 0.8 | -57 | -8 | 4.5 | 0.8 | -25
O=C(NCc1ccco1)C1CCN(C(=O)c2cc3sccc3n2Cc2ccc(F)cc2)CC1 | -0.2 | 0.9 | 79* | 2.9 | 19 | 0.8 | -7 | -4 | 3.2 | 0.8 | 8
CCOC(=O)c1ccc(NC(=O)CSc2nnc(-c3ccncc3)n2C)cc1 | -0.2 | 0.9 | -4 | -1.0 | 14 | 0.9 | -16 | 17 | 1.6 | 0.9 | -8
CCc1n(CC(O)COCc2ccccc2)c2ccccc2[n+]1C (stereo not drawn) | -0.3 | 0.8 | 6 | -1.0 | 3 | 1 | 7 | -5 | 0.5 | 1 | -1
Cc1nn(S(=O)(=O)N(C)C)c(C)c1CN1C(=O)c2ccccc2C1=O | -0.1 | 0.9 | -2 | 2.3 | 13 | 0.8 | 3 | -10 | 2.0 | 0.9 | 18
O=C(Cc1cccs1)Nc1ccc(S(=O)(=O)N2CCCC2)cc1 | 0.0 | 0.6 | -1 | -0.7 | 23 | 0.9 | 12 | -4 | 1.4 | 0.8 | -8
COc1ccc(C(=O)NC(=S)Nc2cccc(NC(=O)c3ccco3)c2)cc1[N+](=O)[O-] | -0.4 | 1 | -1 | 0.0 | 12 | 0.9 | -31 | 17 | 2.0 | 0.9 | -24
COC(=O)c1ccccc1NC(=O)CC(NCc1ccccc1)C(=O)O (stereo not drawn) | -0.2 | · | -3 | 3.0 | · | · | · | -5 | · | · | -2
CC1(C(=O)CSc2n[nH]c(-c3ccccc3Cl)n2)CCC(=O)O1 (stereo not drawn) | 0.0 | 1.1 | -6 | 0.0 | 9 | 0.8 | -2 | -20 | -1.8 | 0.9 | ·
Cc1cc2nc(C)c(Cc3ccccc3)c(=O)n2[nH]1 | 0.0 | 1 | 97* | -3.9 | 16 | 0.9 | 2 | 3 | 0.3 | 0.8 | -9
Cc1noc(C)c1COC(=O)Cc1ccc(Cl)cc1 | -0.5 | 0.9 | -3 | 3.4 | 14 | 1 | 2 | -5 | 1.3 | 0.9 | 4
CCCCc1nc(SCc2ccc([N+](=O)[O-])cc2)n[nH]1 | -0.3 | 1 | -3 | -0.3 | 10 | 1 | 6 | -5 | 0.9 | 0.9 | -2
CCc1nc2oc3ccccc3c(=O)c2c(=O)n1CCOC | -0.1 | 1 | 0 | -3.0 | 12 | 1 | -2 | -16 | 2.5 | 0.9 | 6
CCN1CCN(CNC(=O)c2cnccn2)CC1 | -0.1 | 0.9 | 0 | 2.1 | 10 | 1 | 10 | 8 | 0.8 | 0.9 | -4
Cc1ccsc1/C=C1/C(=O)NN(c2ccccc2)C1=O | -0.2 | 0.9 | 6 | -0.5 | 14 | 1.1 | 5 | 4 | 6.7 | 0.9 | -2
COc1ccc(C2(O)CN(c3ccccc3)C3=[N+]2CCS3)cc1OC (stereo not drawn) | -0.2 | 1 | -2 | -2.0 | -8 | 1 | 6 | 2 | 0.2 | 1.1 | -4
O=C(COC(=O)c1cc(F)c(F)cc1Cl)NC1CC1 | 0.0 | 1.1 | -3 | 0.3 | 12 | 1.1 | 0 | -1 | 0.0 | 0.9 | 5
O=c1[nH]ncc(NCCc2ccccc2)c1Cl | -0.5 | 1 | -5 | -0.1 | 7 | 1 | 0 | -6 | 3.6 | 0.9 | 2
O=C(Oc1nsnc1N1CCOCC1)N(c1ccccc1)c1ccccc1 | -0.3 | 1 | 2 | -1.9 | 4 | 1 | 6 | -5 | 3.0 | 1 | 7
CCCCSc1nc2ccc(Nc3nc(N4CCOCC4)nc(N4CCOCC4)n3)cc2s1 | -0.1 | 0.9 | 33 | 2.4 | 19 | 0.9 | 8 | -6 | 0.8 | 0.8 | ·
O=C(O)CCN(Cc1ccccc1)S(=O)(=O)c1ccccc1Cl | 0.0 | 0.9 | -6 | -2.6 | 10 | 0.9 | 6 | -13 | 2.7 | 0.9 | -10
CCNC(=O)/C=C/c1ccccc1[N+](=O)[O-] | -0.1 | 0.9 | 5 | 0.5 | 4 | 1 | 0 | -21 | -0.5 | 1 | -10
C=CCn1c(=O)c2c(C)c(C)sc2n2c(Nc3ccccc3)nnc12 | 0.1 | 0.9 | 25 | -0.9 | 17 | 0.8 | 8 | 16 | 1.5 | 0.8 | 18
C=CCn1c(O)c(N=NC(=S)Nc2ccc(OC)cc2)c2ccccc21 | -0.5 | 1.1 | 87* | -0.5 | 1 | 1 | 6 | 8 | 3.7 | 1 | -2
CCOC(=O)C(=NC(C)CC)NNc1ccc(Br)cc1 (stereo not drawn) | -0.1 | 2.7* | -11 | 0.6 | 6 | 1.6 | 6 | -5 | 0.3 | 0.9 | 14
CC(C)(C)NC(=O)c1cc(Cl)ccc1[N+](=O)[O-] | -0.1 | 1 | -4 | 0.3 | 3 | 1 | 12 | 19 | 1.2 | 1 | 0
OC(CN1CCOCC1)Cn1c(-c2cccc(Cl)c2)nc2ccccc21 (stereo not drawn) | 0.0 | 1 | 7 | -1.3 | 5 | 0.9 | 2 | 4 | 0.1 | 0.9 | 2
Oc1c(Br)cc(Br)cc1C=NCc1ccccc1 | 0.3 | 0.7 | -14 | -1.4 | 24 | 1.1 | 17 | 4 | -0.7 | 0.8 | 1
CN1CCC(N(C)C(=O)c2ccccc2Nc2ccc(SC(F)F)cc2)CC1 | -0.3 | 1 | 14 | -0.7 | 12 | 1.1 | 4 | 4 | 1.8 | 0.9 | 0

Screening data from PubChem.
